# Rpn11 block – Rpn11 (human) deubiquitinase inhibition; O00487; calls only at 20 µM; AID 588493; 360,000 compounds, 0.59% hits; human 26S proteasome, Ub4-pepOG fluorescence polarization; 20S core pre-blocked with epoxomicin;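 active = inhibition at 20 µM, scaled to each plate's controls, above about 33%, limit read from the data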
# Target sequence (O00487 whole entry, looked up): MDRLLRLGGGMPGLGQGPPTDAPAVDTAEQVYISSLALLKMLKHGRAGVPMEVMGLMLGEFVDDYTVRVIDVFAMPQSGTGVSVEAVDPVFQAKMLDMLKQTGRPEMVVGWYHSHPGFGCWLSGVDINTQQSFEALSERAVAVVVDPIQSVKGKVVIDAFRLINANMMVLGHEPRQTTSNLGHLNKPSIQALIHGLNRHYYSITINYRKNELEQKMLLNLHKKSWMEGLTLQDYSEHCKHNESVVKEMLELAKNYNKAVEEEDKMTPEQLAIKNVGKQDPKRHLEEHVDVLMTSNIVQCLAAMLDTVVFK
# LMPTP block – LMPTP (human) inhibition; P24666; recombinant LMPTP-A, OMFP fluorogenic substrate, fluorescence intensity; inhibition, % at 20 µM; 360,000 compounds, 0.22% hits;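 active = compounds that cut the enzyme signal by at least half of the control window in the single-dose screen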;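 note: plate controls were DMSO wells with enzyme plus substrate for no effect and substrate without enzyme for full effect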
# Target sequence (P24666 whole entry, looked up): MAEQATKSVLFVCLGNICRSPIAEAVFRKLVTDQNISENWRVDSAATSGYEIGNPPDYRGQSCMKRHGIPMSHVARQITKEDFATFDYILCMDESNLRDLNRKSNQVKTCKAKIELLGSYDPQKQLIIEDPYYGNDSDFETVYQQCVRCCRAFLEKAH
#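 Test system: LMPTP-A phosphatase enzyme; input: 0.625 nM LMPTP-A final; reagent: OMFP substrate, 400 µM final; compound dosing: 20 µM single dose, 3% DMSO; incubation: 50 min dark incubation at room temperature; measured by: endpoint fluorescence intensity from OMFP dephosphorylation; measure: % inhibition relative to no-enzyme and uninhibited control wells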
# Scp1 inh – Scp-1 (human) phosphatase inhibition | 340,000 compounds, 0.88% hits | Recombinant Scp1, phosphopeptide, malachite green phosphate absorbance | Q9GZU7 | inhibition, % at 20 µM;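 active = inhibition above about 50% at 20 µM, limit read from the data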;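 note: plate controls were DMSO wells with enzyme for no effect and wells lacking enzyme for full effect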
# Target sequence (Q9GZU7 76-261 limits assumed): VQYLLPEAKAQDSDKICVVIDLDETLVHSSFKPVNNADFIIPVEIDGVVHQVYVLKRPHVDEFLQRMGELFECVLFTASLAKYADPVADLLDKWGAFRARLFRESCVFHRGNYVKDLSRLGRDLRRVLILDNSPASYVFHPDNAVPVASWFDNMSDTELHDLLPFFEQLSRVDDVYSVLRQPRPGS
#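 Incubation: 45 min enzyme reaction at room temperature / System: truncated SCP-1 phosphatase (76-261aa) / Reagent: Phospho 17-mer peptide substrate / Buffer or medium: Acidic Tris acetate buffer with magnesium and detergent / Signal: absorbance at 630 nm / Doses: one concentration, 20 µM, with 1.0% DMSO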
# NadD block – blocks S. aureus nicotinate mononucleotide adenylyltransferase | purified NadD enzyme, colorimetric absorbance read-out | inhibition, % at 20 µM | 360,000 compounds, 0.78% hits; in the data active = inhibition above about 26%; note: some compounds past the cut are filed as inactive
# CSN deneddyl inh – inhibitors of human CSN-mediated cullin deneddylation. 360,000 compounds, 0.38% hits. Purified CSN, SCF-Nedd8-OG deneddylation, fluorescence polarization. AID 651999. inhibition, % at 12.5 µM;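 active = pattern-corrected inhibition above about 35%, with an unprinted fluorescence ratio check between 0.5 and 1.5, limit read from the data, passing the limit was not always enough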;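 note: 0% = enzyme with substrate and 100% = substrate without enzyme; some results filed as inactive read as strong as hits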
# Target sequence (Q92905 whole entry, looked up, one chain of several): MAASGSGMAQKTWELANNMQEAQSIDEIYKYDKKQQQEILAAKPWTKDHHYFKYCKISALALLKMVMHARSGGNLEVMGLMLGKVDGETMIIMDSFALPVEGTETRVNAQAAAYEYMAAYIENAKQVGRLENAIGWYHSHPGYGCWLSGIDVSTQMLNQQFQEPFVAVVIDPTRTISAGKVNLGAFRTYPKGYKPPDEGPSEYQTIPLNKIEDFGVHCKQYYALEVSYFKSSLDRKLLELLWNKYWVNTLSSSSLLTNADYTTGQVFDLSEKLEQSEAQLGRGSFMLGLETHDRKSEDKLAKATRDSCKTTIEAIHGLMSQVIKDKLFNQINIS
#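 Assay system: purified human Csn5 enzyme expressed in HEK293T cells; measure: % inhibition; also added: SCFSkp2-Nedd8OG substrate at 10 nM final; technique: fluorescence polarization; times: reaction 90 min, room temperature; medium: Tris buffer pH 7.5, NaCl, DTT, Tween-20, trehalose, ovalbumin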
# DNMT1 block – inhibitors of human DNMT1; inhibition (reported as % activation of signal), % at 10 µM; 360,000 compounds, 0.83% hits; AID 588458; P26358; DNMT1 molecular beacon, Hinp1I cleavage, fluorescence; in the data active = inhibition above about 50%
# MLLE-PAM2 inh – blocks PAM2 peptide binding to the PABP1 MLLE domain; inhibition, % at 20 µM; GST-MLLE / FITC-PAM2 fluorescence polarization; 360,000 compounds, 0.36% hits; in the data active = inhibition above about 35%, passing the limit was not always enough;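 note: plate controls were DMSO wells with GST-MLLE for no effect and wells lacking GST-MLLE protein for full effect; some results filed as inactive read as strong as hits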
# STEP inh – STEP (human) phosphatase inhibition; P54829; recombinant STEP, OMFP fluorogenic substrate, fluorescence; inhibition, % at 20 µM; 360,000 compounds, 0.25% hits; AID 588621;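 active = inhibition at 20 µM, scaled per plate between control wells, above about 37%, limit read from the data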;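 note: 0% = DMSO with enzyme and substrate and 100% = substrate only without enzyme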
#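 System: isolated STEP enzyme; schedule: 20 min enzyme reaction at room temperature, protected from light; medium: Bis-Tris buffer pH 6.0, 2.5 mM DTT, 0.005% Tween 20; signal: fluorescence, 480/540 nm; dosing: single compound dose of 20 µM, 1% DMSO final; also added: OMFP substrate, 25 µM final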
# SUMO1-SIM PPI – alters human SUMO1 binding to SIM partners. inhibition, % at 20 µM. 360,000 compounds, 0.33% hits. P63165. SUMO1 binding to a labelled peptide, TR-FRET, 1 h. AID 602429; in the data active = inhibition above about 37%
# TbMetRS inhib – blocks T. brucei methionyl-tRNA synthetase activity; purified T. brucei MetRS, ATP depletion, Kinase-Glo luminescence; 360,000 compounds, 0.4% hits; inhibition, % at 11.9 µM;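 active = inhibition above a per-plate cutoff of the control wells' mean inhibition plus 3 SD, cut at about 5.5% in these data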;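 note: 0% = DMSO wells median and 100% = median of wells with control inhibitor compound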
#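 Material – parasite MetRS enzyme · Medium – HEPES-MgCl2-KCl buffer plus DTT, spermine, BSA, pyrophosphatase · Reagent – ATP, methionine and E. coli bulk tRNA substrates · Times – 15 min enzyme-compound preincubation, 2 h reaction, 10 min detection, 25 °C · Measured by – luminescence of leftover ATP · Evaluation – percent inhibition relative to median high and low control wells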
# * hit, by the source's call; i = inactive; / = not tested or not shown.
Rpn11 block,LMPTP block,Scp1 inh,NadD block,CSN deneddyl inh,DNMT1 block,MLLE-PAM2 inh,STEP inh,SUMO1-SIM PPI,TbMetRS inhib,molecule
i,-1.6,-16,-2,4,17,-87,2,-6,-0.7,CC1=NOC(=O)/C1=C/c1ccc(O)c(Br)c1
i,-1.1,-12,1,3,1,-1,1,4,0.7,CC(C)NS(=O)(=O)c1ccc(NC(=O)C(C)OC(=O)C2CCC2)cc1 (stereo not given)
i,-1.1,-2,-8,-3,0,-4,-2,0,0.1,COCCC(=O)NC12CC3CC(CC(C3)C1)C2
i,1.3,1,-1,3,0,2,-1,-3,0.7,CCn1c(=N)n(CC(=O)c2ccc(OC)c(OC)c2)c2ccccc21
i,0.3,-1,-3,0,-4,-11,-3,2,-1.2,COc1ccccc1N1CCN(C(c2cccs2)C(C)NS(=O)(=O)c2ccccc2)CC1 (stereo not given)
i,-1.4,-8,-1,2,1,27,-1,2,-0.2,Cc1nnc(SCC(=O)Nc2ccc(F)cc2F)n(N)c1=O
i,-0.8,-2,-1,-4,-1,-9,-3,5,0.2,CC1CCN(C(=O)c2cc(S(=O)(=O)N3CCCCC3)c[nH]2)CC1
i,-2.0,-8,-3,1,1,6,2,-8,-0.2,CCCc1c(C(=O)N/N=C/c2ccncc2)nnn1-c1nonc1N
i,-0.9,-3,-7,-4,-1,-2,0,4,-0.5,COc1cc(NC(=O)C2CCN(c3cnccn3)CC2)cc(OC)c1OC
i,1.2,-8,-3,4,-1,-33,0,-1,1.0,Cc1ccc(NC(=S)NCC(C)CSc2ccc(Cl)cc2)cc1 (stereo not given)
i,-2.8,-4,3,-1,-2,6,-3,-16,0.3,O=C(Cc1ccc([N+](=O)[O-])cc1)N1N=C2CCCCC2C1(O)C(F)(F)F (stereo not given)
i,-2.1,-4,-2,3,3,-6,-2,2,-1.3,Cc1ccc(Nc2ncnc(N)n2)cc1
i,0.5,-4,-1,0,-1,2,-2,-4,0.0,CC12CCC(C(=O)Nc3ccccc3Br)(C/C1=N\O)C2(C)C (stereo not given)
i,-1.5,-5,3,-8,1,1,-2,1,-0.3,CC(=O)Nc1ccc(S(=O)(=O)Nc2cc(S(=O)(=O)N3CCCCC3)ccc2O)cc1
i,1.0,-4,2,1,1,-6,2,-9,0.1,O=C(COc1ccc2c3c(c(=O)oc2c1)CCCC3)NCc1cccnc1

# Next section, starting with the last 4 of the part before.
Rpn11 block,LMPTP block,Scp1 inh,NadD block,CSN deneddyl inh,DNMT1 block,MLLE-PAM2 inh,STEP inh,SUMO1-SIM PPI,TbMetRS inhib,molecule
i,-2.1,-4,-2,3,3,-6,-2,2,-1.3,Cc1ccc(Nc2ncnc(N)n2)cc1
i,0.5,-4,-1,0,-1,2,-2,-4,0.0,CC12CCC(C(=O)Nc3ccccc3Br)(C/C1=N\O)C2(C)C (stereo not given)
i,-1.5,-5,3,-8,1,1,-2,1,-0.3,CC(=O)Nc1ccc(S(=O)(=O)Nc2cc(S(=O)(=O)N3CCCCC3)ccc2O)cc1
i,1.0,-4,2,1,1,-6,2,-9,0.1,O=C(COc1ccc2c3c(c(=O)oc2c1)CCCC3)NCc1cccnc1
i,0.6,0,-3,-2,5,-16,1,0,-0.5,CCOc1ccc2oc(C(=O)OCC(=O)NC3CCCC3)c(C)c2c1
i,-0.1,-10,-5,2,-15,11,-1,-4,-0.4,C=Cc1cc2c(cc1O)CCC1C2CCC2(C)C(O)CCC12 (stereo not given)
i,-7.6,-8,-8,1,-2,-3,1,-12,-0.1,CN(C)C(CNC(=O)c1cccc(S(=O)(=O)N2CCN(c3ccccc3)CC2)c1)c1ccccc1 (stereo not given)
i,-1.0,/,-6,4,0,7,0,3,0.0,Cc1ccccc1C(=O)OCC(=O)N1CC(=O)Nc2ccccc21
i,0.5,-1,4,0,0,-8,3,3,-0.3,COc1cc(-c2nnc(NC(=O)CCS(=O)(=O)c3ccc(F)cc3)o2)cc(OC)c1OC
i,0.2,-10,1,3,4,2,3,1,-0.4,CCOc1ccc(NC(=O)CN(C)C(=O)c2ccc(=O)[nH]c2)cc1OCC
i,-1.2,-1,-5,3,3,-97,1,-148,-1.0,Cn1c(=O)c2c(nc(SCC(=O)c3cccs3)n2Cc2ccc(F)cc2)n(C)c1=O
i,-0.3,8,0,-2,2,-4,0,-15,0.2,CS(=O)(=O)c1ccc(-c2sc3ccccc3c2C(=O)NCCCN2CCOCC2)cc1
i,0.2,-3,-6,-4,4,-6,5,6,-0.3,CC(C)=C1C(=O)NN(c2ccc(F)c(Cl)c2)C1=O
i,0.2,-2,7,-4,-1,19,2,4,-0.1,COc1ccc(NC(=O)C(=O)NNC(=O)c2ccc(Cl)cc2Cl)cc1
i,-0.7,-2,-8,6,2,-7,1,-2,-1.6,O=c1[nH]c(CN2CCOCC2)nc2cc(Cl)ccc12
i,2.8,-21,-1,1,-5,-3,0,4,-0.8,CCn1c(=O)c(C(=O)NCc2ccccc2OC)c(O)c2ccccc21
i,-0.6,-7,3,4,-3,2,-1,1,0.0,CC(=O)NC(CC(=O)NCCCn1ccc2ccccc21)c1ccccc1 (stereo not given)
i,0.1,-7,0,0,5,-10,-1,1,-1.0,Cc1nc2nc(Cc3ccccc3)[nH]n2c(=O)c1Cc1ccccc1
i,4.0,10,-6,-8,5,-3,-4,1,-1.1,C=CCNc1nc(N2CCCC2)nc2ccccc12
i,1.9,-9,9,5,-1,-3,1,2,-0.8,c1n[nH]c(NCc2ccc3c(c2)OCO3)n1
i,1.0,-3,-3,-10,2,2,8,4,-0.3,COc1cc(-c2nc(S(=O)(=O)c3ccc(C)cc3)c(N(C)C)o2)cc(OC)c1OC
i,-0.4,-7,-6,6,-4,-1,3,1,-0.2,COc1ccccc1CNC(=O)CCC(=O)n1ncc2cc(C)ccc21
i,0.2,-2,-1,1,2,-1,-2,5,-1.8,COc1ccc(NS(=O)(=O)c2ccc3c(c2)CCC(=O)N3)c(OC)c1
i,0.6,-1,2,-11,0,-12,0,-3,0.0,C/C=C/C(=O)N1c2ccccc2C(C)=CC1(C)C
i,-0.1,-3,-6,0,-1,7,-1,-20,4.1,Nc1ccc(C(=O)OCCCc2nc3cc4ccccc4cc3[nH]2)cc1
i,-0.6,1,8,0,1,3,0,5,-0.4,NNC(=O)Cn1c(-c2nonc2N)nc2ccccc21
i,-0.8,13,5,-1,2,-5,-3,1,-0.6,COc1ccc(S(=O)(=O)N(C)c2ccc(C(=O)N3CCOCC3)cc2)cc1OC
i,2.6,-15,9,-6,-3,5,6,1,-1.0,CCOc1ccccc1OCCCOc1ccc(C)cc1Cl
i,1.7,-9,-7,1,-2,8,-1,-1,-0.1,COc1ccc(-c2noc(C3CCCN(C(=O)CCc4ccccc4)C3)n2)cc1 (stereo not given)
i,4.8,-11,-11,-1,-6,-11,2,23,0.3,COC(=O)c1cn(C(=O)/C=C/c2ccc(OC)c(OC)c2)c2ccccc12
/,1.6,/,-12,2,/,/,/,0,-0.2,CCCCNC(=O)C[C@@H]1C[C@@]2(C(=O)OCC)CCCC=C2N(Cc2ccc(Cl)cc2Cl)C1=O
i,-2.0,-11,-12,-4,-1,-2,0,2,-0.4,N#Cc1ccccc1OCc1cccc(S(=O)(=O)N2CCOCC2)c1
i,-1.3,2,-1,3,1,-8,4,0,-0.4,COc1ccc(N(CC(=O)O)S(=O)(=O)c2cccnc2)cc1
i,0.9,-3,2,0,0,-4,-1,-19,0.1,O=C(COC(=O)c1cc(=O)[nH]c2ccccc12)Nc1ccc(F)cc1
i,0.7,0,27,1,-5,37,0,-6,-1.1,CCOC(=O)C1=C(C)N=c2s/c(=C3/C(=O)Nc4ccccc43)c(=O)n2C1c1ccc(C)cc1 (stereo not given)
i,4.0,-9,4,7,-11,-9,0,6,-0.9,COc1ccccc1NS(=O)(=O)c1cc(NC(=O)c2sccc2C)ccc1N1CCOCC1
i,0.2,-3,-6,-6,-2,5,0,2,0.4,C=CCN1C2CCCC1CC(NC(=O)Nc1cc(C)cc(C)c1)C2 (stereo not given)
i,-0.4,1,10,2,-2,6,-2,-5,0.1,COc1ccc(C(=O)NC(=O)COC(=O)c2ccc(C)o2)cc1
i,-1.2,-6,2,3,2,5,0,2,0.0,CCC1=NN(C(=O)C(=O)NCCc2ccccc2)C(O)(C(F)(F)F)C1 (stereo not given)
i,0.5,-2,1,2,13,3,-2,2,-0.4,CN(C)S(=O)(=O)c1ccc(S(=O)(=O)N(CC(=O)Nc2ccccc2)Cc2ccco2)cc1
i,0.2,0,-8,-4,-2,7,-2,-4,-0.4,Cn1c(CCC(=O)OCC(=O)NCc2ccccc2Cl)nc(=O)c2ccccc21
i,0.2,-7,1,1,-11,-7,-2,-23,1.2,CS(=O)(=O)Oc1ccc2c(c1)O/C(=C\C=C\c1ccccc1)C2=O
i,0.3,-13,-6,-3,3,1,-1,-3,-0.1,COc1cc(S(=O)(=O)N2CCN=C2c2ccccc2)ccc1Cl
i,-0.6,1,-3,-3,3,-4,-3,-1,-1.7,COC(=O)c1c(C)noc1-c1cc(C)on1
i,0.4,-5,-3,-3,4,-5,1,7,-0.3,Cc1cccc(NC(=O)CCC2CCN(C(=O)C3CC=CCC3)CC2)c1 (stereo not given)
i,0.8,-10,-8,4,1,1,2,4,-1.1,CSc1nsc(SCC(=O)N2CCCc3ccccc32)n1
i,-1.3,-8,-2,-2,2,9,-2,3,-0.2,CC1Cn2c(nnc2-c2cccc(Cl)c2)S1 (stereo not given)
i,-0.9,-5,-1,3,6,8,1,-1,0.8,COc1ccccc1C(=O)N1CCN=C1SC
i,-2.3,-10,-2,3,1,8,-1,-3,-0.4,O=C(Nc1ccccc1)OCCc1ccccn1
i,-1.3,-7,-1,-2,5,0,-1,2,-0.3,CCCCN(C(=O)COC(=O)COc1c(C)cc(C)cc1C)c1c(N)n(CCC)c(=O)[nH]c1=O
i,0.2,-9,-9,4,-3,-1,1,3,-0.1,CC(C)c1ccc(CNC(=O)CCc2ccccc2)cc1

# Screening data from PubChem BioAssay.
